# Screening data (PubChem BioAssay)
# ER stress rescue: rescue of cells from ER stress-induced death, primary screen, 384-well, CSM14.1, thapsigargin, ATP luminescence (AID 1222) | CSM14.1 thapsigargin-induced death rescue, ATP luminescence; higher % means a stronger effect | cellular ATP content (survival), % at 20 µM; hits with a dose series show EC50 in µM | 190,000 tested, under 10 active;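 active = EC50 below 50 µM in the dose-response confirmation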;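 note: death triggered by thapsigargin at about 15 µM added after 2 h compound pretreatment; cell ATP read after overnight thapsigargin exposure of roughly 18 to 22 hours; normalized against plate controls of thapsigargin alone and 5% DMSO vehicle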
# NS5 inhibitors: flavivirus cap methylation enzyme inhibition – biochemical, confirmation dose response, primary screen (AID 588689). Dengue-2 NS5 methyltransferase capping enzyme assay, biochemical; higher % means a stronger effect. inhibition, % at 25 µM; hits with a dose series show IC50 in µM. hit rate 0.3% among 340,000; in the data active = a potency from the dose series; inconclusive = inhibition above about 29% without an active follow-up result
# West Nile antiviral: West Nile virus antiviral activity, cell-based, CPE readout (AID 1621); hit rate 0.02% among 290,000; CPE inhibition, % at 10 µM; hits with a dose series show IC50 in µM; West Nile virus-infected cells, CPE inhibition; higher % means a stronger effect; in the data active = a potency from the dose series; inconclusive = CPE inhibition mostly from about 3.7% at the one dose, without a potency; inactive = the rest, 99 in 100 with CPE inhibition below about 2.2%; note: strong numbers were not always called active
# Rac1 GTP hydrolysis: MgcRacGAP GTPase-activating activity inhibitors, confirmation, biochemical, ADP Hunter fluorescence. MgcRacGAP-stimulated Rac1 GTP hydrolysis, ADP Hunter fluorescence; higher % means a stronger effect; GST-tagged Rac1 F28L mutant substrate. inhibition, % at 30 µM, or IC50 in µM where a hit was titrated. hit rate 0.6% among 340,000;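 active = first-screen hits whose inhibition reached a set limit at any dose in the follow-up dose series; inconclusive = inhibition above the set first-screen limit but never retested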;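 note: fluorescence reports GDP produced by GAP-driven GTP hydrolysis; strong numbers were not always called active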
# GPR35 antagonists: GPR35 antagonists blocking zaprinast-driven arrestin recruitment, primary screen, imaging, U2OS, beta-arrestin-GFP, zaprinast agonist (AID 2058) | hit rate 0.052% among 290,000 | inhibition, % at 10 µM, or IC50 in µM where a hit was titrated | U2OS GPR35 beta-arrestin-GFP translocation imaging, zaprinast antagonism; higher % means a stronger effect;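 active = inhibition of at least 50% with at least 30 cells and total cytoplasm GFP at most 10,000,000; inconclusive = under 30 cells or total GFP of 10,000,000 plus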
# PhoP inhibition: PhoP-dependent GFP reporter repression – Salmonella Typhimurium, primary screen (AID 1863). inhibition, % at 50 µM; hits with a dose series show IC50 in µM. hit rate 0.16% among 300,000. S. Typhimurium PhoP-regulated promoter GFP reporter, 4 h; higher % means a stronger effect;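 active = inhibition over 29.93%, a cutoff 3 SD above the screen mean, later confirmed by dose response; inconclusive = inhibition over 29.93% but no dose response follow-up; inactive = inhibition at most 29.93% or unconfirmed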;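 note: 0% = low Mg2+ inducing control and 100% = high Mg2+ repressing control; strong numbers were not always called active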
# RSV CPE inhibition: RSV antiviral activity via CPE protection, HEp-2 cells, primary 10 µM value included (AID 2391) | HEp-2 cells, RSV-induced CPE inhibition; higher % means a stronger effect | hit rate 0.13% among 310,000 | CPE inhibition, % at 10 µM, or IC50 in µM where a hit was titrated; in the data active = a potency from the dose series; inconclusive = CPE inhibition mostly from about 23% at the one dose, without a potency; inactive = the rest, 99 in 100 with CPE inhibition below about 21%; note: strong numbers were not always called active
# Large T inhibition: SV40 large T antigen inhibitors, biochemical (AID 1903); SV40 large T antigen ATPase/helicase inhibition assay; higher % means a stronger effect; one-dose inhibition, % at 20 µM; IC50 in µM for titrated hits; hit rate 0.39% among 310,000; in the data active = a potency from the dose series; inconclusive = inhibition mostly from about 32% at the one dose, without a potency; inactive = the rest, 99 in 100 with inhibition below about 32%; note: strong numbers were not always called active
# LYP phosphatase: PTPN22 lymphoid phosphatase activity blockers – biochemical, fluorescence intensity, uHTS (AID 1779). recombinant LYP phosphatase, fluorescence intensity; higher % means a stronger effect. inhibition, % at 11.5 µM, or IC50 in µM where a hit was titrated. hit rate 0.054% among 290,000; in the data active = inhibition above about 50%;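 note: plate controls were vehicle with enzyme for no effect and no enzyme for full effect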
# * hit, by the source's call; u = inconclusive; x = no result given.
nr	Structure	ER stress rescue	NS5 inhibitors	West Nile antiviral	Rac1 GTP hydrolysis	GPR35 antagonists
1	NC(=O)c1cc(C(=O)c2ccccc2Cl)c[nH]1	0.4%	-1.5%	-0.4%	6.5%	-5.0%
2	O=C(OCc1cccc2ccccc12)c1ccc2c(=O)[nH]c(CN3CCOCC3)nc2c1	0.3%	-5.7%	-0.7%	7.3%	-0.1%
3	CCOP(=O)(OCC)c1nc(-c2ccccc2Cl)oc1N1CCOCC1	0.0%	-3.6%	-0.5%	10.5%	-8.8%
4	COc1cc(C(=O)NCCc2cc3c(OC)ccc(OC)c3[nH]c2=O)cc(OC)c1OC	-0.4%	2.7%	-0.6%	-0.1%	-5.1%
5	C/C(=N\NC(=O)c1c(Br)c(C)nn1C)c1cccc(NC(=O)c2ccccc2C)c1	-3.1%	-1.3%	0.0%	10.5%	-16.9%
6	COc1ccccc1CNC(=O)N1CCN(c2ccccc2C)CC1	x	-9.1%	-0.7%	5.7%	13.0%
7	CCOc1ccc(CCNC(=O)CCNS(=O)(=O)c2ccc(Br)cc2)cc1OCC	x	-2.0%	-1.7%	8.1%	9.1%
8	COc1ccc(C2/C(=C(/O)c3ccc(C)cc3)C(=O)C(=O)N2CC2CCCO2)cc1OC (centres undefined)	0.4%	5.5%	-0.2%	-2.2%	13.4%

nr	PhoP inhibition	RSV CPE inhibition	Large T inhibition	LYP phosphatase
1	20.5%	2.5%	7.0%	-6.9%
2	-2.3%	x	11.7%	-4.9%
3	3.9%	1.3%	8.0%	5.1%
4	2.6%	2.7%	21.7%	-3.9%
5	0.8%	8.8%	9.9%	-8.0%
6	0.1%	1.9%	-3.5%	-3.7%
7	0.2%	0.6%	13.0%	-9.9%
8	10.4%	1.6%	4.0%	-2.5%

# Carrying on:
nr	Structure	ER stress rescue	NS5 inhibitors	West Nile antiviral	Rac1 GTP hydrolysis	GPR35 antagonists
9	COc1ccc(OC)c2sc(N3CCc4ccccc4C3)nc12	x	-4.5%	0.1%	10.1%	5.3%
10	CC1C(=O)N(Cc2ccc([N+](=O)[O-])cc2)c2ccccc2N1C(=O)C1CC1 (centres undefined)	3.7%	x	-0.1%	x	5.3%
11	O=C(Nc1cccc(NC(=O)c2ccccc2)n1)c1ccccc1	x	-3.5%	-0.4%	9.0%	-5.6%
12	Cn1nnnc1SCSc1nnnn1C	0.5%	0.6%	0.3%	12.7%	-5.9%
13	CCCCC(C(=O)O)C(C)CC(=O)Nc1cccc(C(=O)O)c1 (centres undefined)	1.1%	-5.4%	0.4%	16.6%	6.1%
14	Cc1ccc(S(=O)(=O)/N=C(\Nc2cc(C)on2)c2ccc(Cl)cc2)cc1	-3.5%	-5.2%	-0.3%	8.3%	5.6%
15	Cc1ccc(N(C(=O)CCC(=O)Nc2ccccn2)C(C(=O)NC(C)C)c2ccc(F)cc2)cc1 (centres undefined)	x	-9.8%	-0.9%	5.8%	15.1%
16	O=C(O)C1CSC(c2ccncc2)N1 (centres undefined)	-0.1%	-35.5%	0.1%	8.9%	-3.1%

nr	PhoP inhibition	RSV CPE inhibition	Large T inhibition	LYP phosphatase
9	2.2%	1.0%	5.5%	9.0%
10	-0.4%	3.0%	-8.2%	-4.0%
11	0.4%	11.2%	8.8%	-5.7%
12	-2.5%	2.4%	9.4%	-5.3%
13	-5.2%	1.6%	3.9%	-7.2%
14	1.4%	-0.4%	2.0%	-4.2%
15	-0.7%	1.0%	-4.7%	-3.6%
16	-4.9%	1.7%	7.3%	-5.5%

# As entered above.
# compound 15 | West Nile antiviral = -0.9%
# compound 10 | RSV CPE inhibition = 3.0%
# compound 9 | GPR35 antagonists = 5.3%
# compound 16 | PhoP inhibition = -4.9%
# compound 13 | Rac1 GTP hydrolysis = 16.6%

# Four consecutive compounds out of the list so far:
nr	Structure	ER stress rescue	NS5 inhibitors	West Nile antiviral	Rac1 GTP hydrolysis	GPR35 antagonists
10	CC1C(=O)N(Cc2ccc([N+](=O)[O-])cc2)c2ccccc2N1C(=O)C1CC1 (centres undefined)	3.7%	x	-0.1%	x	5.3%
11	O=C(Nc1cccc(NC(=O)c2ccccc2)n1)c1ccccc1	x	-3.5%	-0.4%	9.0%	-5.6%
12	Cn1nnnc1SCSc1nnnn1C	0.5%	0.6%	0.3%	12.7%	-5.9%
13	CCCCC(C(=O)O)C(C)CC(=O)Nc1cccc(C(=O)O)c1 (centres undefined)	1.1%	-5.4%	0.4%	16.6%	6.1%

nr	PhoP inhibition	RSV CPE inhibition	Large T inhibition	LYP phosphatase
10	-0.4%	3.0%	-8.2%	-4.0%
11	0.4%	11.2%	8.8%	-5.7%
12	-2.5%	2.4%	9.4%	-5.3%
13	-5.2%	1.6%	3.9%	-7.2%

# Following part
nr	Structure	ER stress rescue	NS5 inhibitors	West Nile antiviral	Rac1 GTP hydrolysis	GPR35 antagonists
17	CCC(C)NCCOCCOc1ccc(Br)cc1C (centres undefined)	-3.2%	-0.7%	-0.4%	12.6%	0.1%
18	COc1ccc(C(=O)Nc2c(Cl)cc(Cl)cc2C(=O)N2CCOCC2)cc1	-1.8%	-7.1%	-0.4%	10.1%	-0.5%
19	NS(=O)(=O)c1cccc(NC(=O)COc2ncnc3c2cnn3-c2ccccc2)c1	-0.5%	-6.7%	-0.1%	-0.9%	3.0%
20	O=C(Nc1cccc2c1CCCC2)c1ccccc1Br	x	-2.0%	-1.1%	5.7%	19.3%
21	COc1ccc(OC)c(C(=O)c2ccc(Cl)cc2)c1	x	-5.4%	0.0%	2.3%	4.1%
22	CCn1cc(CNC(=O)c2cccc([N+](=O)[O-])c2)c(C)n1	3.3%	-2.9%	0.4%	5.7%	-2.6%
23	COc1cccc2sc(Nc3nc4ccc(NC(C)=O)cc4s3)nc12	-2.3%	-8.0%	0.0%	u	x
24	O=C(N/N=C/c1ccco1)c1cc(-c2cccc(Br)c2)nc2ccccc12	-5.5%	-2.6%	-0.9%	4.5%	-16.4%

nr	PhoP inhibition	RSV CPE inhibition	Large T inhibition	LYP phosphatase
17	2.0%	-0.7%	1.8%	-5.4%
18	-7.5%	1.6%	6.3%	2.1%
19	4.4%	8.2%	7.4%	0.6%
20	4.6%	0.4%	-3.1%	-6.8%
21	3.3%	1.9%	9.9%	-2.3%
22	-19.2%	0.4%	1.0%	-8.4%
23	-1.1%	7.1%	4.0%	-12.2%
24	-6.8%	u	23.6%	9.9%

# Looked up by compound from above (5):
nr	Structure	ER stress rescue	NS5 inhibitors	West Nile antiviral	Rac1 GTP hydrolysis	GPR35 antagonists
23	COc1cccc2sc(Nc3nc4ccc(NC(C)=O)cc4s3)nc12	-2.3%	-8.0%	0.0%	u	x
24	O=C(N/N=C/c1ccco1)c1cc(-c2cccc(Br)c2)nc2ccccc12	-5.5%	-2.6%	-0.9%	4.5%	-16.4%
21	COc1ccc(OC)c(C(=O)c2ccc(Cl)cc2)c1	x	-5.4%	0.0%	2.3%	4.1%
17	CCC(C)NCCOCCOc1ccc(Br)cc1C (centres undefined)	-3.2%	-0.7%	-0.4%	12.6%	0.1%
20	O=C(Nc1cccc2c1CCCC2)c1ccccc1Br	x	-2.0%	-1.1%	5.7%	19.3%

nr	PhoP inhibition	RSV CPE inhibition	Large T inhibition	LYP phosphatase
23	-1.1%	7.1%	4.0%	-12.2%
24	-6.8%	u	23.6%	9.9%
21	3.3%	1.9%	9.9%	-2.3%
17	2.0%	-0.7%	1.8%	-5.4%
20	4.6%	0.4%	-3.1%	-6.8%
